# HTT aggregate = mutant huntingtin aggregation inhibition | PC12 HttQ103-GFP aggregates, Acumen cytometry, 40 h | Potency, µM (series often up to 46.1 µM), without a hit: at the top dose activity change, negative = inhibition, hits mostly inhibitors | 220,000 compounds, 1.1% hits | AID 1688; also: potency is read from the fitted curve at half-maximal effect; % is scaled to controls: 0 for no effect and ±100 for the full control effect; nearly all actives have a fitted effect of over 60% in size
#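 Using laser scanning cytometry, GFP-positive aggregates were counted after lysis of PC12 cells induced with 100 nM tebufenozide to express HTT exon 1 Q103–GFP. Compounds were tested in titration.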
# L3MBTL1 inh = L3MBTL1 (human) inhibition | Q9Y468 | AlphaScreen L3MBTL1–H3K9me1 peptide binding | Potency, µM (highest dose often 57.1 µM), for the others: at the top dose activity, negative = inhibition, actives largely listed as inhibitors | 230,000 compounds, 0.66% hits; also: potency is read from the fitted curve at half-maximal effect; % is scaled to controls: 0 for no effect and ±100 for the full control effect; nearly all actives have a fitted effect of over 60% in size
#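 L3MBTL1 (50 nM) pre-complexed 30 min with biotinylated H3(1-15)K9me1 peptide (75 nM), then compounds added for 30 min at room temperature; AlphaScreen streptavidin donor/nickel chelate acceptor beads (10 ug/mL final) read after 30 min dark incubation.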
# NPSR antag = blocks cAMP signaling of the human neuropeptide S receptor; Q6W5P4; CHO-NPSR cells, cAMP TR-FRET, antagonist mode; Potency, µM (highest dose often 38.3 µM), inactives show top-dose activity change, negative = inhibition, actives largely listed as inhibitors; 220,000 compounds, 1% hits; AID 1461; also: potency is read from the fitted curve at half-maximal effect; % is scaled to controls: 0 for no effect and ±100 for the full control effect; nearly all actives have a fitted effect of over 50% in size; many of its hits are not listed in these tables
# Target sequence (Q6W5P4 whole entry, looked up): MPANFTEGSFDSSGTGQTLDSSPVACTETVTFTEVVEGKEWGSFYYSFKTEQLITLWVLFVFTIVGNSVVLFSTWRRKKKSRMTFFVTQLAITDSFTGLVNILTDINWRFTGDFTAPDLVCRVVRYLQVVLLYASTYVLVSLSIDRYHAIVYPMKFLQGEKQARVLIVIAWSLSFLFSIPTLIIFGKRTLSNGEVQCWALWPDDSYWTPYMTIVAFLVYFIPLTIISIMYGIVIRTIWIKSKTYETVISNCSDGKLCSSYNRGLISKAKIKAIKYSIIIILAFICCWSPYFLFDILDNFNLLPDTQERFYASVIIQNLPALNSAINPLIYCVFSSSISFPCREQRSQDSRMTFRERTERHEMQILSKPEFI
# Luc counter = counter-screen: inhibitors of Kinase-Glo firefly luciferase. Kinase-Glo luciferase, ATP luminescence, 8 min. Potency, µM (series often up to 38.3 µM), without a hit: at the highest dose activity change, negative = inhibition, actives largely listed as inhibitors. 200,000 compounds, 0.28% hits; also: potency is read from the fitted curve at half-maximal effect; % is scaled to controls: 0 for no effect and ±100 for the full control effect; nearly all actives have a fitted effect of over 60% in size
#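 Light output from Kinase-Glo luciferase with luciferin and 10 uM ATP in 50 mM imidazole pH 7.2, KCl, MgCl2, Tween 20, BSA; compound pin-delivered, 8-min ambient incubation, then luminescence read.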
# IMPase Li cell = IMPase inhibition in cells with lithium potentiation; CHO-M1 cells, IP1 TR-FRET (IP-One), carbachol + lithium; 210,000 compounds, 0.35% hits; Potency, µM (doses to about 59.4 µM), for inactives: top-dose activity, negative = IMPase inhibition, most hits filed as inhibitors;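 also: IP1 builds up when IMPase is blocked and the TR-FRET signal falls; potency is read from the fitted curve at half-maximal effect; plate controls were basal vehicle for no effect and high inhibitor control for full effect; nearly all actives have a fitted effect of over 50% in size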
#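 Steps: plate 2000 CHO-M1 cells per well and culture 16–30 h; add compound and lithium; incubate 30 min, 37C; add d2-IP1 tracer and Eu cryptate anti-IP1 antibody in lysis buffer; read after 10 min at room temperature.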
# Epigenetic reg = regulators of epigenetic silencing causing reporter derepression in mouse cells | Potency, µM (top dose mostly 53.9 µM), inactives show at the highest dose GFP activation, most hits filed as activators | 280,000 compounds, 0.2% hits | murine LDR cells, GFP reporter derepression, 30 h; also: potency is read from the fitted curve at half-maximal effect; % of control where 0% means no effect; nearly all actives have a fitted effect of over 60% in size
#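 Reporter derepression read as number of fluorescent GFP-positive objects, 20-120 um in size, counted by laser-scanning cytometer. Mouse LDR line with an epigenetically silenced CMV-GFP locus; compound incubation 30 h, 37 C.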
# CBFb RUNX1 block = CBF-beta/RUNX1 interaction disruption; Q01196+Q13951; AlphaScreen CBFb-His/RUNX1-biotin binding, biochemical; Potency, µM (doses to about 59.8 µM), inactives show top-dose activity, negative = inhibition, actives largely listed as inhibitors; 230,000 tested, under 10 active; also: % of control where 0% means no effect
# Target sequence (Q01196 whole entry, looked up): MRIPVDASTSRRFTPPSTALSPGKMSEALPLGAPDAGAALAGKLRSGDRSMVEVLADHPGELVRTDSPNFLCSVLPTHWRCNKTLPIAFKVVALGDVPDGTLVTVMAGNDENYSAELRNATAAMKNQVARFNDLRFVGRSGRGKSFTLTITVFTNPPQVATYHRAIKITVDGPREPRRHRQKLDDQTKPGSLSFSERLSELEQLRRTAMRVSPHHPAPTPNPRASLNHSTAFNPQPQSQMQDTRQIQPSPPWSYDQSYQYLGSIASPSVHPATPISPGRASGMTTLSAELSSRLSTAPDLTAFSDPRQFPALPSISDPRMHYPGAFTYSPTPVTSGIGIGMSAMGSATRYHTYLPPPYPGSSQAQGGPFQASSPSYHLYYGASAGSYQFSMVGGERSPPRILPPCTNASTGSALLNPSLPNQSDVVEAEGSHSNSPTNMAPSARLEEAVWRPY
# Target sequence (Q13951 whole entry, looked up): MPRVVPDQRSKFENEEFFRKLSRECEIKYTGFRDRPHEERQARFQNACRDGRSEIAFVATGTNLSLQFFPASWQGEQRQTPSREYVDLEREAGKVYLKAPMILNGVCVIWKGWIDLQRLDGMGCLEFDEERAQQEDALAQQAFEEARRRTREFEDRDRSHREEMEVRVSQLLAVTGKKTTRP
#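 AlphaScreen proximity signal reports loss of binding between His-tagged CBF-beta and biotin-labelled RUNX1, each at 30 nM. Proteins are pre-associated for 20 minutes, compounds added for 15 minutes, then beads for 90 minutes, all at ambient temperature.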
# An asterisk follows results filed as active; ? = inconclusive; nt = no result given; & = joins results of further samples; [ ] = dose if it differs, or a comment. Calls follow the shape of the dose curve; as a rule, active = well fitted curve in the direction sought with a large enough effect; inconclusive = small, poorly fitted or top-dose-only effect, or another doubt; inactive = no such curve, though single readings can be large; an effect the other way counts as inactive or inconclusive. These rows are one share of the data (hit frequency here may not be typical).
structure	HTT aggregate	L3MBTL1 inh	NPSR antag	Luc counter	IMPase Li cell	Epigenetic reg	CBFb RUNX1 block
CCc1ccc(S(=O)(=O)NCc2csc(-c3ccccc3)n2)s1	-19%	10%	-14%[46.1 µM]	-1%	4%[38.3 µM]	2.0%	6%
COC(=O)c1ccc(S(=O)(=O)N2C3CCC2CC(NC(=O)NC2CCCCC2)C3)cc1 (stereo unspecified)	-5%	10%	-7%[46.1 µM]	-1%	-1%[38.3 µM]	-2.6%	18%
COc1ccc(CCNC(=O)C(=O)NCc2ccccn2)cc1	16%[9.22 µM]	7%	1%	3%	-7%	0.0%	3%
O=C(O)c1cc(-c2ccc(Cl)cc2)n[nH]1	-15%	3%	-4%[46.1 µM]	0%	17%[38.3 µM]	0.0%	5%
O=C(CSCC(=O)OCC(=O)c1ccc(Br)cc1)Nc1cccc2ccccc12	14%	-3%	-20%[46.1 µM]	5%	5%[38.3 µM]	-2.0%	-9%
CCc1ccc(/C=C/C(=O)C2C(=O)c3ccccc3C2=O)cc1	?	-7%	-2%[46.1 µM]	-12%	-7%[38.3 µM]	-3.4%	-2%
CC1(C)C2CCC1(C)C(Nc1ccccc1)C2 (stereo unspecified)	1%[9.22 µM]	-3%	16%	nt	nt	2.0%	6%
Fc1ccccc1C1CCN(Cc2nc(CC3CC3)no2)C1 (stereo unspecified)	-19%[9.22 µM]	-10%	15%	nt	-2%	-0.2%	2%
CCCCOc1ccc(NC(=O)c2cnc(C)cn2)cc1	?	nt	-15%[46.1 µM]	-5%	2%[38.3 µM]	2.2%	-2%
C/C(CC(=O)Nc1cc(C)ccn1)=N\NC(=O)c1ccc(C)cc1	-3%[9.22 µM]	1%	11%	-3%	9%	0.9%	-3%
COc1cc2c(cc1OC)CN(C(=O)CSc1nnc3scc(-c4ccccc4)n13)CC2	6%	-6%	3%	-2%	5%	-1.0%	-1%
CCOCCCNC(=O)C1CCN(S(=O)(=O)N2CCCCC2)CC1	-22%	-3%	-8%[46.1 µM]	nt	nt	-2.0%	-2%
CC(C)COC(=O)Nc1ccccc1C(=O)N1CCOCC1	-14%	nt	1%[46.1 µM]	3%	17%[38.3 µM]	0.0%	-6%
COc1ccc2cc(C#N)c(N3CCN(C(=O)c4ccccc4C)CC3)nc2c1	?	53%[activator]	-29%	2%	21%	-6.3%	4%
CCCn1c(-c2ccc(F)cc2)nc2c(NC3CCN(Cc4ccccc4)CC3)nc(C)nc21	nt	nt	nt	-8%	6%	2.3%	-17%
O=C(N/C=C/c1ccc(Cl)cc1)NCc1ccc(Cl)cc1	-4%	8%	-3%[46.1 µM]	1%	-4%[38.3 µM]	0.0%	3%
COc1ccc(O)c(C(=O)c2cc(C#N)c(=O)n(-c3c(C)n(C)n(-c4ccccc4)c3=O)c2)c1	3%	32%[activator]	7%[7.67 µM]	-3%	16%[38.3 µM]	0.6%	5%
COc1ccc(N(C(C)C(=O)NCc2ccco2)S(C)(=O)=O)cc1 (stereo unspecified)	-2%	-3%	11%[46.1 µM]	1%	-3%[38.3 µM]	3.1%	-1%
O=C(NC(=S)Nn1cnc2c(cnn2-c2ccccc2)c1=O)c1ccc(Oc2ccccc2)cc1	-6%	0%	4%	4%	1%	1.1%	-5%
O=C(NC(=S)N1CCc2ccccc21)c1ccccc1Br	9%	-2%	-14%[46.1 µM]	nt	nt	?	-2%
Cc1cc(Nc2ccc(F)c(F)c2)nc(-c2ccccc2O)n1	2%[9.22 µM]	9%	30%[7.67 µM]	nt	nt	-0.3%	-2%
CC(C)(CNC(=O)c1sc2cc(F)ccc2c1Cl)N1CCOCC1	11%	-2%	2%	-2%	-1%	4.5%	8%
COC(=O)C1=C(NC(=O)c2cccs2)CCS1	-2%	-4%	-1%[46.1 µM]	-7%	9%[38.3 µM]	0.0%	0%
COc1ccc(CCn2c(SCCN3CCCCC3)nc3ccccc3c2=O)cc1OC	1%[9.22 µM]	-29%	?	-2%	16%	0.0%	9%

# Part of the list above with just IMPase Li cell, L3MBTL1 inh and Luc counter:
canonical_smiles	IMPase Li cell	L3MBTL1 inh	Luc counter
CCc1ccc(S(=O)(=O)NCc2csc(-c3ccccc3)n2)s1	4%[38.3 µM]	10%	-1%
COC(=O)c1ccc(S(=O)(=O)N2C3CCC2CC(NC(=O)NC2CCCCC2)C3)cc1 (stereo unspecified)	-1%[38.3 µM]	10%	-1%
CCCCOc1ccc(NC(=O)c2cnc(C)cn2)cc1	2%[38.3 µM]	nt	-5%
O=C(NC(=S)Nn1cnc2c(cnn2-c2ccccc2)c1=O)c1ccc(Oc2ccccc2)cc1	1%	0%	4%

# Continuation:
structure	HTT aggregate	L3MBTL1 inh	NPSR antag	Luc counter	IMPase Li cell	Epigenetic reg	CBFb RUNX1 block
CCNC(=S)N1CCCCC1CO (stereo unspecified)	17%[9.22 µM]	-8%	7%	6%	0%	3.2%	1%
CCc1ccc2[nH]c(=O)c(CN(Cc3ccccc3)Cc3nnnn3Cc3ccco3)cc2c1	-1%	-2%	?	-1%	34%[activator][38.3 µM]	3.5%	?
Cc1ccc(NC(=O)c2ccncc2)cc1[N+](=O)[O-]	0%	-10%	31%	-1%	10%	0.0%	-4%
Cc1ccccc1NC(=S)NC(NC(=O)COc1ccccc1)C(Cl)(Cl)Cl (stereo unspecified)	?	8%	-16%[46.1 µM]	nt	nt	?	-6%
C(=N\N1CCN(C2c3ccccc3-c3ccccc32)CC1)/c1cccs1	2%	-8%	-5%[46.1 µM]	1%	-15%[38.3 µM]	-1.9%	7%
Cc1ccc2cc3c(N)[nH]nc3nc2c1	-7%	-11%	-19%	-6%	-3%	-0.9%	4%
Cc1cc(NC(=O)NC2CCCN2S(=O)(=O)c2ccc(Cl)cc2)no1 (stereo unspecified)	-9%	2%	-11%[7.67 µM]	10%	0%[38.3 µM]	-1.0%	-2%
NC1=NN=C(N2N=C(c3ccco3)CC2(O)C(F)(F)F)n2ncnc2C1 (stereo unspecified)	-4%[9.22 µM]	-16%	15%	1%	2%	0.0%	-5%
COc1ccc(/C=N/NC(C)(C)C)c(OC)c1	-2%	0%	5%	3%	0%	-2.0%	9%
O=C(CCn1c(=O)[nH]c2ccsc2c1=O)N(CCc1ccccc1)Cc1ccccc1	-24%	nt	-4%[46.1 µM]	-2%	35%[activator][38.3 µM]	-0.9%	-7%
O=C(Nc1cccc(Cl)c1N1CCOCC1)c1ccc([N+](=O)[O-])o1	-14%[9.22 µM]	nt	6%	nt	nt	-0.4%	6%
Cc1ccc(Oc2ccccc2/C=C2\SC(=O)N(C)C2=O)cc1	?	4%	-23%[46.1 µM]	-2%	18%[38.3 µM]	-1.1%	-1%
COc1cccc(-c2n[nH]c(=S)n2Cc2ccco2)c1	-1%[9.22 µM]	nt	13%	nt	nt	-1.1%	-2%
O=C1C=C(N2CCOCC2)C2(CCCCC2)O1	0%[9.22 µM]	?	51%	-5%	16%	1.1%	0%
S=c1ccc2ccccc2[nH]1	25%	24%	-12%	-2%	-1%	-2.3%	5%
CCOc1ccc(Br)cc1S(=O)(=O)NCc1ccc(S(N)(=O)=O)cc1	13%	-9%	-7%	0%	8%	?	-2%
CNC(=O)CCC(=O)Nc1ccc(C(=O)OC)cc1	-5%	4%	-10%[46.1 µM]	-1%	18%[38.3 µM]	0.0%	-2%
O=C(Nc1ccc(NC(=O)c2ccc(S(=O)(=O)c3ccccc3)cc2)cc1)c1ccccc1	-7%	11%	13%[46.1 µM]	-1%	0%	-5.5%	5%
S=C(NCc1cccs1)Nc1ccc(Cl)cc1	?	7%	-17%[46.1 µM]	nt	nt	4.1%	0%
CCn1c2ccccc2c2cc(/C=N/NC(=O)c3ccccc3C)ccc21	21%	-11%	8%	-1%	9%	2.1%	0%
COc1ccc(C(NC(=O)c2cccc(F)c2)c2ccccc2)cc1 (stereo unspecified)	16%	15%	-12%[46.1 µM]	nt	nt	-0.9%	6%
COc1ccc(C(=O)C2CCCN(Cc3ccc(C#CCCO)cc3)C2)cc1F (stereo unspecified)	-1%[9.22 µM]	19%	22%	0%	33%[activator]	-1.0%	-5%
O=C1CCC/C(=N/NC(=O)c2sc3ccccc3c2Cl)C1	-4%[9.22 µM]	nt	-15%	nt	nt	?	-21%
C=C(CC1([C@@H](NP(=O)(c2ccccc2)c2ccccc2)[C@H]2C[C@@H]2CCCC)CC1)c1cccc(OC)c1	nt	nt	nt	-6%	12%	13%	-4%

# Some of these compounds in order of the IMPase Li cell value, smallest number first:
SMILES,IMPase Li cell
S=c1ccc2ccccc2[nH]1,-1%
CCOc1ccc(Br)cc1S(=O)(=O)NCc1ccc(S(N)(=O)=O)cc1,8%
C=C(CC1([C@@H](NP(=O)(c2ccccc2)c2ccccc2)[C@H]2C[C@@H]2CCCC)CC1)c1cccc(OC)c1,12%

# (next part)
structure	HTT aggregate	L3MBTL1 inh	NPSR antag	Luc counter	IMPase Li cell	Epigenetic reg	CBFb RUNX1 block
O=C(COc1ccc2c(c1)CCC2)N1CCc2ccccc21	-7%	13%	-14%[46.1 µM]	-3%	11%[38.3 µM]	0.1%	10%
O=C1c2cccc3cccc(c23)C(=O)N1CCCN1CCN(c2ccc(F)cc2)CC1	-33%	-10%	-14%	0%	12%	1.1%	-11%
CC(=O)c1cccc(NC(=O)C2CCCN(S(=O)(=O)c3ccccc3)C2)c1 (stereo unspecified)	-4%	nt	-19%[46.1 µM]	0%	33%[activator][38.3 µM]	-1.1%	3%
COC(=O)c1sc(NC(=S)NC(=O)c2ccccc2C)nc1C	3%[9.22 µM]	2%	10%	-2%	1%	1.7%	3%
Cc1ccc(OCC(=O)NNC(=O)c2cc(C)[nH]n2)cc1	19%	2%	9%	-3%	-7%	-1.3%	6%
CN(C)CCCn1c(SCC(=O)Nc2sc3c(c2C#N)CCCC3)nnc1-c1ccncc1	32%	nt	-2%[46.1 µM]	-6%	23%[38.3 µM]	0.0%	0%
O=C(CSC1=N/C(=C/c2ccc(Cl)c(Cl)c2)C(=O)N1c1ccccc1F)NC1CC1	?	6%	-51%	-3%	9%	-1.3%	25%
COc1ccc(C(C)=O)c(OC(=O)c2ccco2)c1	-10%	-3%	2%[46.1 µM]	-2%	-27%[38.3 µM]	1.7%	1%
Cc1cn([C@H]2C[C@H](N=[N+]=[N-])[C@@H](CO)O2)c(=O)[nH]c1=O	0%&2%	8%	32%	-1%	-6%&-11%	-5.5%	15%
